Bioassay records: PubChem, National Center for Advancing Translational Sciences (NCATS)
Mito fusion act = inhibitors of mitochondrial division or activators of mitochondrial fusion. S. cerevisiae fusion-defective mutant growth rescue, CellTiterGlo 48 h. Potency, µM (highest dose often 46.1 µM), for inactives: top-dose growth rescue (activation), usual class: activators. 320,000 tested, 0.23% active;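 also: potency is read from the fitted curve at half-maximal effect; % of control where 0% means no effect; nearly all actives have a fitted effect of over 45% in size; temperature-sensitive fusion mutants such as fzo1-1 at 37 °C on non-fermentable ethanol glycerol medium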
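Yeast fusion mutant, YPEG (non-fermentable carbon), compound, 48 h at 37C non-permissive; CellTiterGlo added, 10 min RT, luminescence read. Rescued growth = division inhibition.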
Eya2 inh = blocks the phosphatase activity of human Eya2. 330,000 tested, 0.006% active. Potency, µM (top dose mostly 76.9 µM), inactives show top-dose activity, negative = inhibition, actives largely listed as inhibitors. recombinant Eya2, OMFP fluorescence dephosphorylation (OMFP is methylfluorescein phosphate); also: potency is read from the fitted curve at half-maximal effect; % is scaled to controls: 0 for no effect and ±100 for the full control effect
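Eya2 protein (added as 0.2 uM solution) was preincubated with compound for 10 min at ambient temperature in 50 mM HEPES pH 7.5, 50 mM NaCl, 5 uM MgCl2, 0.05% BSA, 1 mM DTT. OMFP (added at 50 uM) then reacted 10 min; fluorescence read at 485/525 nm.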
TSHR antag = human thyrotropin receptor antagonism | TSHR-expressing cells, TSH-stimulated cAMP HTRF, 2 h; stronger effect = lower value | activity change, negative = inhibition, % at 11.5 µM | AID 504810 | 330,000 tested, 0.2% active;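 active = activity change below a set negative limit, meaning inhibition stronger than a set level, cut at about -70% in these data; inconclusive = activity change between two set negative limits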; also: % is scaled to controls: 0 for no effect and ±100 for the full control effect
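Inhibition of cAMP made by TSHR-expressing cells under TSH stimulation (4nM final, EC80; 2 h, 37 deg C) is quantified with a one-step lysis HTRF kit, anti-cAMP cryptate versus cAMP-d2.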
S-ASM inh = blocks human secretory acid sphingomyelinase; P17405; placental ASM, HMU-PC fluorogenic substrate, 60 min; Potency, µM (series often up to 57.5 µM), without a hit: at the highest dose activity change, negative = inhibition, hits mostly inhibitors; 340,000 tested, 0.006% active; also: potency is read from the fitted curve at half-maximal effect
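Human placenta-derived ASM preincubated with compound 10 min at room temperature, then reacted with 9 uM (final) fluorogenic HMU-PC substrate for 60 min at 37 C. Stop solution raises pH to 10; fluorescence read at Ex 386/Em 447 nm.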
ELG1 DNA repair = ELG1-dependent DNA repair inhibition; HEK293T ELG1-luciferase reporter, luminescence, 16 h; DNA damage induced by 5-fluorouridine; Potency, µM (titrated, usually from 46.1 µM), for the others: top-dose activity change, negative = inhibition, actives largely listed as inhibitors; 330,000 tested, 2.3% active; AID 504467; also: potency is read from the fitted curve at half-maximal effect; % is scaled to controls: 0 for no effect and ±100 for the full control effect; nearly all actives have a fitted effect of over 55% in size
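HEK293T cells expressing luciferase-tagged ELG1 (2,000/well) received 5-Fluorouridine plus compound or DMSO for 16 hr at 37 °C. Luciferase was read by ONE-Glo luminescence after 30 min at room temperature.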
a7 integrin act = integrin-mediated muscular dystrophy alleviation activation. alpha7betagal myoblasts, beta-gal FDG fluorescence, 48 h. 350,000 tested, 0.064% active. Potency, µM (doses to about 38.3 µM), for inactives: at the highest dose activation, actives largely listed as activators;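 also: potency is read from the fitted curve at half-maximal effect; 100% = response of the positive control SU9516; nearly all actives have a fitted effect of over 60% in size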
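Alpha7betagal+/- myoblasts (passage 13) were plated 16-24 hr, then exposed to compounds (1:260 dilution of DMSO stock) for 48 hours at 37C. After MPER lysis, β-galactosidase reporter activity was read as FDG fluorescence (ex 480/em 540) after 30 minutes.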
Tb PFK block = blocks T. brucei phosphofructokinase; O15648; T. brucei PFK, ADP-Glo luminescence; Potency, µM (doses to about 57.5 µM), for inactives: at the top dose activity, negative = inhibition, usual class: inhibitors; 330,000 tested, 0.17% active;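 also: potency is read from the fitted curve at half-maximal effect; 0% = uninhibited 1x PFK enzyme wells and -100% = no-enzyme wells; nearly all actives have a fitted effect of over 60% in size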
Target sequence (O15648 whole entry, looked up): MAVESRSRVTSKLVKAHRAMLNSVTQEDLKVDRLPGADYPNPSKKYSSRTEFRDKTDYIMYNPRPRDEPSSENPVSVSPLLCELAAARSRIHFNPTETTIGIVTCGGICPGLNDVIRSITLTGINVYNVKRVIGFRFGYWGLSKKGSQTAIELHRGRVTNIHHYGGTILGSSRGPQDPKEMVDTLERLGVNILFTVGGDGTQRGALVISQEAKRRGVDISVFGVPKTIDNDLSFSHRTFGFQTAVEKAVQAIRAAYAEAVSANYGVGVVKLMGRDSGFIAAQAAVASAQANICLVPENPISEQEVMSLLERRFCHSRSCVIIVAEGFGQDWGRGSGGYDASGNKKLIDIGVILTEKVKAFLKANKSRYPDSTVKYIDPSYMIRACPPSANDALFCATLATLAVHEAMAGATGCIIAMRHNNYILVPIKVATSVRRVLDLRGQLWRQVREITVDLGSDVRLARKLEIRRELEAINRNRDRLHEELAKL
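Luminescent ADP detection (ADP-Glo, two-step: ATP depletion then ADP-to-ATP conversion for luciferase) reported PFK activity after 45 min room-temperature reaction of 1.25 nM enzyme with 0.5 mM F6P and 0.1 mM ATP at pH 8.0.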
TSG101-PTAP inh = blocks PTAP/TSG101 interaction to inhibit HIV-1 budding; Fluorescence polarization, FITC-PTAP peptide / Tsg101 binding; Potency, µM (top dose mostly 115 µM), inactives show at the top dose activity change, negative = inhibition, usual class: inhibitors; 340,000 tested, under 10 active; AID 493005; Q99816; active = well fitted inhibition curve with a large enough effect in the main read-out, with a control signal flat, not every such curve was filed as active; inconclusive = small, poorly fitted or top-dose-only effect, or effect the other way, or a change in a side signal; inactive = no such curve, though single readings can be large or run the other way; also: potency is read from the fitted curve at half-maximal effect; % of control where 0% means no effect
Target sequence (Q99816 whole entry, looked up): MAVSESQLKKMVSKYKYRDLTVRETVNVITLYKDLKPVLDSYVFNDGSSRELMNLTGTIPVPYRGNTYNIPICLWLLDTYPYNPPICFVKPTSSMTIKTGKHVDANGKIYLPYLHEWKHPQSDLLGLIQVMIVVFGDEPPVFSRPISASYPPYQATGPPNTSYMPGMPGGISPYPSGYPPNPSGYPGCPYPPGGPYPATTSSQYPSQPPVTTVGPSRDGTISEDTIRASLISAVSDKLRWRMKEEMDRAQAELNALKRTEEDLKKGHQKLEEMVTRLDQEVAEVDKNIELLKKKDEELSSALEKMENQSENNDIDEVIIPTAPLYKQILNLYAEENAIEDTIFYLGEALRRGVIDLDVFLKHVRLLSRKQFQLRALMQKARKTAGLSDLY
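Compounds were pin-transferred onto Tsg101 binding domain (10 uM final) in HEPES pH 7.5 buffer, then FITC-PTAP peptide was added at 50 nM final. After 20 min at RT, polarization reported peptide displacement across a qHTS concentration series.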
TCR act = T cell receptor activation | 330,000 tested, under 10 active | AID 504894 | primary human leukocytes, anti-CD3, IL-2 HTRF, 48 h | Potency, µM (top dose mostly 9.22 µM), inactives show top-dose activation of IL-2 secretion, hits mostly activators; also: % of control where 0% means no effect
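Primary human leukocytes were stimulated with a-CD3 beads plus compounds for 48 hr without co-stimulation; secreted IL-2 was quantified by HTRF using a-IL-2-K (europium cryptate) and a-IL-2-d2, excited at 320nm with acceptor emission read at 665nm.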
BCR signal inh = blocks chronic active B-cell receptor signaling; 340,000 tested, 0.05% active; ABC-DLBCL IkBa-CBG/CBR reporter, luminescence ratio, 4 h; Potency, µM (top dose mostly 46.1 µM), for inactives: at the highest dose ratio change, negative = lower green/red ratio, most hits filed as inhibitors; active = well fitted inhibition curve with a large enough effect in the signal ratio, with a control signal flat, not every such curve was filed as active; inconclusive = small, poorly fitted or top-dose-only effect, or effect the other way, or a change in a side signal; the % refers to the signal ratio;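 also: potency is read from the fitted curve at half-maximal effect; plate controls were basal doxycycline-induced cells for no effect and cells given 10 µM MG132 for full effect; MG132 reads +100%, hits lower the ratio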
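Cell line TMD8 (human ABC DLBCL), stably expressing tet-inducible CBG68-IkBa fusion and CBR; IMDM/0.5% FBS; cpd up to 46 uM; dox induction, 4 h, 37C/5% CO2; dual luminescence; green/red ratio; MG132 control.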
AT treatment = potential ataxia-telangiectasia treatments restoring KAP-1 phosphorylation; […] A-T fibroblasts, KAP-1 phosphorylation AlphaLISA; neocarzinostatin DNA damage 30 min before lysis; Potency, µM (series often up to 57.5 µM), without a hit: at the top dose activation, actives largely listed as activators; 320,000 tested, 0.19% active; AID 485349; also: potency is read from the fitted curve at half-maximal effect; % of control where 0% means no effect; nearly all actives have a fitted effect of over 45% in size
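hTERT-immortalized A-T patient fibroblasts ([…]), 500 cells/well in OPTI-MEM, 1% FBS, got compounds for 60 min, then NCS for 30 min at 37C. Lysates were then assayed for phospho-KAP-1 by AlphaLISA (anti-pKAP1 donor, anti-KAP1 acceptor beads), 6 hr at 25C.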
Numbers without * were called inactive; ? = inconclusive; . = no result given; [ ] = another dose, or the depositor's remark. Unless noted, calls follow the shape of the dose curve; as a rule, active = well fitted curve in the direction sought with a large enough effect; inconclusive = small, poorly fitted or top-dose-only effect, or another doubt; inactive = no such curve, though single readings can be large; an effect the other way counts as inactive or inconclusive.

Fields – Mito fusion act | Eya2 inh | TSHR antag | S-ASM inh | ELG1 DNA repair | a7 integrin act | Tb PFK block | TSG101-PTAP inh | TCR act | BCR signal inh | AT treatment
#1 COc1ccc(OC)c(NC(=O)Cn2cc(C#N)c3ccccc32)c1
 : 2% | -12% | 15 | -3% | -13% | 13% | -28% | -12% | 6% | 0% | 5%
#2 Cc1cc(N2CCN(Cc3nc(-c4ccc(F)cc4)oc3C)CC2)cc(C)n1
 : -9% | -2% | 0 | -3% | 3% | -55%[inhibitor] | 4% | -3% | 3% | 12% | 3%
#3 CCNC(=S)NNC(=O)Cc1ccccc1
 : -3% | 1% | -5 | 1% | 2% | -6% | 6% | -1% | -4% | -4% | 1%
#4 CCOc1ccc(C(=O)Nc2ccc(CN3CCOCC3)cc2)cc1Cl
 : 15% | 10% | -15 | 0% | 9% | 0% | -1% | -3% | -1% | -1% | -3%
#5 CC(C)c1nc(SCc2c(F)cccc2Cl)c2c(=O)n(C)c(=O)n(C)c2n1
 : 20% | 14% | -5 | -15% | 26% | -24% | 0% | 1% | -2% | 4% | 6%
#6 C=CCn1sc(=N)c(C#N)c1N
 : -6% | 9% | 3 | 6% | ? | 6% | -13% | -2% | -11% | 8% | -4%
#7 COC(=O)C1CCN(C(=O)N2CCOCC2)CC1
 : -5% | -15% | 5 | -1% | 5% | 25% | 2% | -6% | 7% | -1% | -1%
#8 Cc1ccccc1CC1(CO)CCCN(C(=O)c2ccccc2N(C)C)C1 (stereo not given)
 : 10% | -2% | 3 | 3% | -7% | 9% | -3% | -4% | -2% | 3% | -2%
#9 COc1cc(C(=O)OCC(C)=O)c([N+](=O)[O-])cc1OC
 : -5% | ? | 9 | -3% | -2% | 14% | -2% | 0% | -11% | -11% | 1%
#10 O=C(CN1C(=O)S/C(=C\c2cccs2)C1=O)Nc1ccc(O)cc1C(=O)O
 : 23% | 2% | 24 | 1% | 20% | 17% | -30% | -4% | 4% | ? | 10%
#11 NC1=NC(=Nc2ccc(Cl)cc2)c2ccccc21
 : -4% | 4% | -4 | -1% | 16% | 3% | -1% | -5% | 1%[46.1 µM] | ? | 29%
#12 CC(C)N(CCc1ccncc1)C(=O)Nc1ccc(Cl)c(Cl)c1
 : -3% | 15% | -4 | 3% | -4% | 0% | ? | 0% | -6% | -2% | 10%
#13 Cc1ccc(CO/N=C/c2c(O)cc(C)oc2=O)cc1
 : 1% | 14% | 4 | 6% | 13% | 9% | -1% | -6% | 13% | -15% | 1%
#14 CC1CC(C)CN(C(=O)C(Cc2ccccc2)NC(=O)c2ccccc2)C1 (stereo not given)
 : ? | -3% | . | 2% | -15% | 30% | 0% | -2% | 3% | ? | 9%
#15 Nc1nsc2ccccc12
 : ? | 12% | -11 | 6% | -21% | -50%[inhibitor] | 16% | -3% | 1% | ? | -11%
#16 N#Cc1c[nH]n2c(=O)c3c(nc12)CCC3
 : 0% | 0% | 41 | 0% | -16% | -15% | 0% | -5% | 4% | ? | 1%
#17 O=c1nc2ccccn2c2ccc(S(=O)(=O)N3CCCCC3)cc12
 : 8% | 6% | 3 | 370%[activator] | -4% | -13% | 2% | 1% | 3% | -1% | 9%
#18 CC1(C)NC(=O)N(CC(=O)N2CCN(S(=O)(=O)c3ccccc3C(F)(F)F)CC2)C1=O
 : -5% | 3% | -3 | 1% | -13% | -17% | 3% | -1% | -5% | ? | -1%
#19 CSc1nc2cc(S(=O)(=O)N3CCOCC3)ccc2s1
 : 0% | 9% | 20 | 5% | 15% | 23% | -7% | -7% | -2% | 12% | 15%
#20 O=C(c1cc(C2CC2)nc2ccc(Br)cc12)N1N=C(C(F)F)CC1(O)C(F)F (stereo not given)
 : -12% | -13% | 44 | -18% | -4% | -66%[inhibitor] | -1% | -2% | -4%[46.1 µM] | -1% | 0%
#21 COc1ccccc1CC(=O)N1CCN(c2cccc(C(F)(F)F)c2)CC1
 : -1% | 1% | -3 | -4% | -11% | -34% | -8% | 2% | 10% | 6% | 1%
#22 O=[N+]([O-])c1cc(S(=O)(=O)N2CCCC2)ccc1N/N=C/c1ccncc1
 : -3% | -7% | -4 | -3% | 11% | 15% | -1% | 0% | 2%[46.1 µM] | -2% | 2%
#23 O=C(CSCC(=O)Nc1ccc2ccccc2c1)NCc1ccccc1
 : 0% | 4% | -1 | 0% | -22% | -4% | 1% | -5% | -3% | ? | 4%
#24 COc1ccc(N(C)C(=O)Cc2c(C(=O)O)[nH]c3ccccc23)c(OC)c1
 : 5% | -4% | 10 | 1% | -17% | 8% | 2% | -2% | -1% | -5% | 3%
#25 Cc1ccc(S(=O)(=O)NCCC(=O)NCC(c2cccs2)N(C)C)cc1 (stereo not given)
 : -4% | 11% | 2 | 0% | 3% | -3% | -8% | -4% | 0% | 1% | 15%
#26 Cn1nnnc1SCCNCc1ccccc1OCc1ccc(Cl)cc1
 : -17% | -11% | -5 | 1% | -9% | -15% | 2% | -2% | -9%[46.1 µM] | 1% | .
#27 COCCNC(=S)Nc1ccccn1
 : -7% | -4% | 9 | 22% | 2% | 25% | -1% | 0% | 0% | 3% | -2%
#28 COc1ccc2[nH]c(C)c(CCN(Cc3cccs3)C(=S)Nc3ccccc3)c2c1
 : 23% | -11% | 10 | -7% | ? | -23% | 0% | -16% | 0% | 2% | 10%
#29 CC(C)(C)NC(=O)Cn1nnc(-c2ccccc2NC(=O)c2cnccn2)n1
 : 1% | 3% | -22 | 1% | -15% | 9% | -1% | -1% | -2% | 12% | 8%
#30 CN(c1ccc(C(=O)NCc2ccncc2)cc1)S(C)(=O)=O
 : -6% | -2% | 4 | -1% | -2% | -2% | -13% | -5% | -4% | -2% | 2%

The last five records of the part above come first, to join the parts.
Fields – Mito fusion act | Eya2 inh | TSHR antag | S-ASM inh | ELG1 DNA repair | a7 integrin act | Tb PFK block | TSG101-PTAP inh | TCR act | BCR signal inh | AT treatment
#26 Cn1nnnc1SCCNCc1ccccc1OCc1ccc(Cl)cc1
 : -17% | -11% | -5 | 1% | -9% | -15% | 2% | -2% | -9%[46.1 µM] | 1% | .
#27 COCCNC(=S)Nc1ccccn1
 : -7% | -4% | 9 | 22% | 2% | 25% | -1% | 0% | 0% | 3% | -2%
#28 COc1ccc2[nH]c(C)c(CCN(Cc3cccs3)C(=S)Nc3ccccc3)c2c1
 : 23% | -11% | 10 | -7% | ? | -23% | 0% | -16% | 0% | 2% | 10%
#29 CC(C)(C)NC(=O)Cn1nnc(-c2ccccc2NC(=O)c2cnccn2)n1
 : 1% | 3% | -22 | 1% | -15% | 9% | -1% | -1% | -2% | 12% | 8%
#30 CN(c1ccc(C(=O)NCc2ccncc2)cc1)S(C)(=O)=O
 : -6% | -2% | 4 | -1% | -2% | -2% | -13% | -5% | -4% | -2% | 2%
#31 CC(C)[C@@H](C(=O)N[C@@H](C(=O)O)c1ccccc1)N1C(=O)N2CCc3c([nH]c4ccccc34)[C@@]2(C)C1=O
 : 1% | 0% | 0 | 7% | 2% | 12% | -4% | 0% | -7% | 12% | 0%
#32 Cc1cc(C(F)F)n2nc(C(=O)O)nc2n1
 : 0% | 3% | -6 | 6% | 6% | 25% | 3% | -3% | 1% | -1% | 10%
#33 CCCCC(=O)N/N=C(C)/C=C/c1ccccc1F
 : -5% | -11% | -10 | 0% | ? | 15% | 1% | -1% | 0% | 0% | -5%
#34 O=C1COc2cc(S(=O)(=O)NCc3ccco3)c(Cl)cc2N1
 : -4% | -1% | -4 | . | . | . | -5% | . | . | 3% | 3%
#35 COc1cccc(/C=N/NC(=O)CCc2n[nH]c(=O)[nH]c2=O)c1O
 : -1% | -17% | 13 | 18% | 27% | 29% | 2% | 0% | -2%[46.1 µM] | 5% | -1%

Screen by screen, from the results shown.
TSG101-PTAP inh, entries 31 to 35, in order: 0%, -3%, -1%, ., 0%
Mito fusion act, entries 31 to 35, in order: 1%, 0%, -5%, -4%, -1%
